Vc quorum ag: inducers of Vibrio cholerae quorum light production without autoinducers, primary screen, BH1578 luxS cqsA deficient, single point; V. cholerae BH1578 lux reporter, luminescence, 6 h; activation, % at 18.7 µM; actives 0.16% (n = 350,000); in the data active = activation mostly above about 9.7%, no sharp cut-off; inconclusive = no clear call, values can overlap the other calls; inactive = mostly below about 3.7%; also: not every result past the cut was called active; inactives centre near 0; reference of the scale not given here
3CLpro inhibitor: SARS-CoV 3CLpro protease inhibitors, primary screen, biochemical, quenched FRET; Replicase polyprotein 1ab (Severe acute respiratory syndrome coronavirus), P0C6X7; actives 0.14% (n = 290,000); AID 1706, 2009; inhibition, % at 6 µM; recombinant SARS-CoV 3CLpro, quenched FRET peptide cleavage; in the data active = inhibition above about 12%
Anthrax LF inh2: Bacillus anthracis LF protease inhibitors, primary screen, biochemical, multiplex microsphere, MLPCN library; Lethal factor (Bacillus anthracis), P15917; multiplex microsphere protease cleavage assay; inhibition, % at 10 µM; actives 0.12% (n = 360,000); AID 588501, 2011; also: plate controls were buffer without enzyme for full effect and enzyme alone for no effect
Target sequence (P15917 whole entry, looked up): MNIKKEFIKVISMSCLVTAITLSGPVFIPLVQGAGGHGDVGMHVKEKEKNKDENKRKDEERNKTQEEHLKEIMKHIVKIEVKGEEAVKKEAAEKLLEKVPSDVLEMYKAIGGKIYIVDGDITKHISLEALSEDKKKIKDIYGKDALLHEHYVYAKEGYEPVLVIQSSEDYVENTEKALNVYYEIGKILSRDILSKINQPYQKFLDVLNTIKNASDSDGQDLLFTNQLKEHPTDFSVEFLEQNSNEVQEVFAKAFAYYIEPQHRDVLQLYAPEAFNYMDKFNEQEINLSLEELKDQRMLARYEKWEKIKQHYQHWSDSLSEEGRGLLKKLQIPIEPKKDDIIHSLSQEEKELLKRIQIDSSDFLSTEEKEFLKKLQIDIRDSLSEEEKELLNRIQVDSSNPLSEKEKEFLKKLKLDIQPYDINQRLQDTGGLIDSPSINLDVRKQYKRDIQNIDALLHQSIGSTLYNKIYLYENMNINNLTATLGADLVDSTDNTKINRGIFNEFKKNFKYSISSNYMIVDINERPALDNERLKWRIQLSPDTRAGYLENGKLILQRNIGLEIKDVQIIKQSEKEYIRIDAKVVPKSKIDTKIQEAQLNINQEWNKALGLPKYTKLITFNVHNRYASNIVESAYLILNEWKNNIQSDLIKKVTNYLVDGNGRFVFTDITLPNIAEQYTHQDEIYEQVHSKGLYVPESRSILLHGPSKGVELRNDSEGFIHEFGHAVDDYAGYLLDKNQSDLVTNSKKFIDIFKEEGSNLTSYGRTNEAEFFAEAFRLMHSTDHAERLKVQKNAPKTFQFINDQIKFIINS
BoNT-A LC inh2: BoNT/A light chain protease inhibitors, primary screen, biochemical, flow cytometry, MLPCN library. multiplex microsphere protease substrate cleavage. Botulinum neurotoxin type A light chain protease (Clostridium botulinum A str. ATCC 3502). actives 0.17% (n = 360,000). inhibition, % at 10 µM; also: plate controls were buffer without enzyme for full effect and enzyme alone for no effect
PrPC surface inh: inhibitors of human cell surface prion protein PrPC, primary screen, cell-based, TR-FRET; AID 720596, 2013; actives 0.43% (n = 370,000); Major prion protein (Homo sapiens), P04156; inhibition, % at 13.8 µM; TR-FRET read-out; in the data active = inhibition above about 24%; also: 0% = median of the test wells and 100% = reference compound wells
PfHsp40 rescue: rescue of yeast from PfHsp40 toxicity, primary screen, S. cerevisiae, ATP luminescence. S. cerevisiae expressing PfHsp40, growth rescue. growth rescue, % at 12.5 µM. actives 0.68% (n = 340,000). AID 504582, 2011; in the data active = growth rescue above about 28%, passing the limit was not always enough; inconclusive = no clear call, values can overlap the other calls;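 also: yeast W303a lacking pdr1 and pdr3 grown in galactose medium; growth measured after three days at 30 °C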
TcdB inh: TcdB glycohydrolase inhibitors, primary screen, biochemical, single point, plate reader | Toxin B (Clostridioides difficile), P18177 | TcdB glycohydrolase enzymatic assay | inhibition, % at 9.99 µM | actives 0.24% (n = 350,000) | AID 652162, 2013; in the data active = inhibition above about 10%
SSB-PriA inh: inhibitors of Klebsiella pneumoniae PriA binding to SSB C-terminal tail, primary screen, biochemical, AlphaScreen | AlphaScreen SSBct-PriA binding, biotinylated peptide | PriA–SSB C-terminal tail interaction (Klebsiella pneumoniae) | inhibition, % at 33 µM | actives 0.6% (n = 430,000); in the data active = inhibition mostly above about 37%, no sharp cut-off; inactive = mostly below about 20%;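 also: plate controls were negative control peptide for no effect and reference peptide for full effect; strong numbers were not always called active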
Yp Topo-I inh: Yersinia pestis topoisomerase I inhibitors, primary screen, biochemical, cleavage product accumulation, plate reader, single point; DNA topoisomerase I (Yersinia pestis CO92); Y. pestis Topo-I cleavage product accumulation; activity, % at 10 µM; actives 0.064% (n = 360,000); AID 504884, 2011; in the data active = activity above about 50%, passing the limit was not always enough; inconclusive = no clear call, values can overlap the other calls; also: inactives centre near 2
Starred values were filed as active, the others as inactive; i = inactive; ? = inconclusive; nt = not tested or not shown; & = joins results of further samples. Rule as the data show it, unless noted: active = inhibition above about 30%; inconclusive = no clear call, values can overlap the other calls; inactive = below that. Only part of the results is shown, so the mix of outcomes need not match the whole.

SMILES	Vc quorum ag	3CLpro inhibitor	Anthrax LF inh2	BoNT-A LC inh2	PrPC surface inh	PfHsp40 rescue	TcdB inh	SSB-PriA inh	Yp Topo-I inh
O=c1cc(Cl)c(-c2ccccc2)n[nH]1	-1.4	5	0	-0.7	2	9.6	nt	-3	4
N#Cc1ccc(Oc2nc(Nc3ccc(F)cc3)nc(N3CCCC3)n2)cc1	-0.5	-3	-1	-0.1	-4	-0.1	nt	5	5
Cc1cc(C)c(NC(=O)CSc2nnc(-c3ccncc3)n2Cc2ccco2)c(C)c1	i	-2	-2	-0.6	-1	-0.9	nt	7	16
CCOC(=O)c1ccc(NC(=O)CSc2nc(NC(=O)c3ccccc3)c3c(C)c(C)oc3n2)cc1	-0.2	3	nt	nt	5	-0.8	nt	2&-26	45
CCCOc1ccccc1C(=O)N(Cc1cccs1)C1CCS(=O)(=O)C1 (stereo unspecified)	-0.9	-4	-3	-1.1	11	-1.2	nt	4	7
Cc1ccc(CN(Cc2ccco2)C(=S)Nc2ccccc2C)cc1	i	1	-4	-0.2	8	2.2	-0.1	-2	9
NS(=O)(=O)c1cccc(NC(=O)CSc2nc3ccccc3n2-c2ccccc2)c1	i	9	1	1.6	7	-0.5	-1.2	7	20
CCCCn1c(N)c(N(CC(C)C)C(=O)C2CC(=O)N(c3ccc(C)cc3)C2)c(=O)[nH]c1=O (stereo unspecified)	i	nt	-4	-4.5	-2	-1.2	2.9	-10	-1
CC1(NC(=O)CCS(=O)(=O)c2ccc(Cl)cc2)CCS(=O)(=O)C1 (stereo unspecified)	i	nt	-11	-1.2	5	2.4	1.7	-7	-12
Cc1ccc(F)c(S(=O)(=O)NC(=O)C2(C)CCN2C(=O)CCC2CCCC2)c1 (stereo unspecified)	i	nt	-1	0.2	7	nt	0.2	nt	2
O=C(CSC1=Nc2ccccc2C2=NC(CC(=O)N3CCN(c4ccccc4)CC3)C(=O)N12)NCC1CCCO1 (stereo unspecified)	i	-2	1	0.6	4	-0.8	0.4	-5	5
CCN(CC)CCNC1=CC(=O)OC12CCCCC2	-0.5	0	-1	0.1	-8	-1.6	nt	3	-1
CN(C)C(CNC(=O)/C=C/c1cccc(Cl)c1)c1ccccc1 (stereo unspecified)	1.0	4	2	0.4	0	3.1	0.6	-1	-9
CCOc1ccc(OCC)c(NC(=O)C2CCN(S(=O)(=O)c3cccnc3)CC2)c1	i	-1	-2	-1.0	-2	-1.7	nt	6	12
CCOc1ccc(NC(=O)CN(C)C(=O)c2ccncc2)cc1OCC	-0.1	-3	-2	0.7	6	-1.2	2.6	-2	0
Cc1ccc(Cn2c(C(C)Nc3nc(-c4ccc(Cl)cc4)cs3)nc3cc(C(=O)NCCCO)ccc32)cc1 (stereo unspecified)	i	nt	-13	-1.8	15	-1.3	-5.7	18	1
CC(=O)N1c2ccc(S(=O)(=O)NCc3ccccc3Cl)cc2CC1C (stereo unspecified)	i	1	-3	0.7	4	-0.9	0.1	5	4
O=C1NC(Cc2ccccc2)C(=O)N1CC(=O)N1CCCc2ccccc21 (stereo unspecified)	-0.2	1	-6	-0.1	5	0.1	0.6	5	-4
COC(=O)C1C(=O)C(C(=O)c2ccc([N+](=O)[O-])cc2)C(=O)CC1(C)C (stereo unspecified)	-0.1	5	4	-1.4	-8	-0.1	0.5	-11	6
CCOC(=O)N1CCN(C(=O)c2ccc3c(c2)NC(=O)C(N2CCOCC2)S3)CC1 (stereo unspecified)	-5.9	1	nt	nt	4	-0.4	nt	-2	-1
O=C(O)CC1COc2ccccc2N1S(=O)(=O)c1ccc(Br)cc1 (stereo unspecified)	-0.3	4	-5	1.6	4	-0.3	1.2	4	-1
CCOC(=O)NC(NC(=S)Nc1ccccc1OC)C(Cl)(Cl)Cl (stereo unspecified)	-0.4	3	0	0.6	-1	0.3	nt	-11	1
CCCCn1c(-c2ccncc2)nc2c1c(=O)[nH]c(=O)n2CC(C)C	i	-5	-4	0.2	-8	1.9	nt	-2	-7
COc1cc(OC)cc(C(=O)NNC(=O)C2CSC3(C)CCC(=O)N23)c1 (stereo unspecified)	0.3	nt	nt	nt	-6	0.7	2.0	-14	-6
CC(=O)[C@@H]1[C@@H](C(=O)c2ccc(C)cc2)[C@]2(C(=O)Nc3ccccc32)[C@H]2C=Cc3cc(F)ccc3N12	i	-1	0	6.7	2	-0.3&0.0	nt	-1	0
O=C(NCCCNC(=O)c1c(F)cccc1F)c1c(F)cccc1F	-0.3	-3	-12	-2.9	0	0.3	-1.2	5	-4
CCC(C)NC(=O)Cn1c(=O)sc2ccccc21 (stereo unspecified)	-0.5	1	0	-0.7	-6	-0.4	-0.7	0	2
CC(C)(C)NC(=O)CSc1nc(-c2ccc(F)cc2)cs1	1.4	-1	-4	-0.6	8	1.2	0.3	2	8
Cc1cc(S(=O)(=O)N2CCN(c3ccccn3)CC2)ccc1F	i	1	0	0.6	-4	-0.1	-1.3	-5	2
CCC(C)C(NC(=O)C(Cc1ccc(O)cc1)NC(=O)OCc1ccccc1)C(=O)OC (stereo unspecified)	nt	nt	-2	-0.6	-2	nt	0.3	nt	nt
N=C1S/C(=C\c2ccccc2F)C(=O)N1c1ccc(F)cc1	i	2	0	0.3	6	1.2	1.5	2	-2
CC1CCCCC1NC(=O)c1cccc(S(=O)(=O)N2CCN(C)CC2)c1 (stereo unspecified)	0.8	nt	0	-2.6	-4	-0.7	5.1	1	-10
O=C1CC(c2ccc(F)c(Br)c2)C2=C(CCCC2=O)N1 (stereo unspecified)	i	-3	-1	0.7	2	-1.1	nt	-9	-2
O=C(CCCN1C(=O)c2ccccc2C1=O)N1CCC(c2ccccc2)C1 (stereo unspecified)	-5.3	1	2	-3.5	-4	0.4	nt	0	12
C=CCn1cc(/C=N\NC(=O)c2cc3c(ccc4ccccc43)o2)c2ccccc21	0.6	-3	9	0.3	4	-1.6	nt	nt	9
COc1ccc(NC(=O)CCOc2ccccc2)c(OC)c1	-0.6	2	-12	-2.1	6	-0.9	nt	-8	10
O=C(CCc1ccc(S(=O)(=O)N2CCOCC2)cc1)N/N=C/c1cccc(O)c1	-0.1	2	-1	-0.3	5	-1.7	1.1	nt	1
Cc1ccn2cc(-c3cccc(S(=O)(=O)N4CCCC4)c3)nc2c1	-0.3	-6	1	-0.2	3	0.1	-1.2	7	17
O=C(CN1CCSC1=NCc1ccccc1)c1ccc(Cl)c(Cl)c1	-0.6	0	2	0.1	6	0.1	nt	-43&-55	-8
CCc1ccc(OCC(=O)N(C)C2CCS(=O)(=O)C2)cc1 (stereo unspecified)	-2.2	-1	-2	-0.8	-6	-0.2	nt	-2	-7
CC(C)c1ccc(NC(=O)CCc2ccccc2)cc1	-1.3	3	-6	-2.3	6	3.9	1.9	-23	-10
O=C(CC1C(=O)NCCN1CC1CCCCC1)NCCc1ccc(F)cc1 (stereo unspecified)	0.5	5	-2	0.1	-8	-0.3	1.2	7	-1
Cc1cc2[nH]c(=O)c(=O)[nH]c2cc1S(=O)(=O)NCC(C)c1ccccc1 (stereo unspecified)	0.0	nt	2	-0.3	0	nt	-2.3	nt	5
CCC12C(=Nc3c(Cl)cccc31)C[C@@H]1CCN3C(=O)CCC[C@H]2[C@H]13 (stereo partly specified)	i	nt	2	0.2	1	-1.3	0.1	-3	-6
CC1CCCCN1S(=O)(=O)c1ccc(C(=O)Nc2sccc2C(N)=O)cc1 (stereo unspecified)	-0.3	0	-7	-0.7	-5	0.7	1.3	-4	-4

Shown with each value named: three of the compounds above
canonical_smiles: O=C(CCCN1C(=O)c2ccccc2C1=O)N1CCC(c2ccccc2)C1 (stereo unspecified)
  Vc quorum ag: -5.3	3CLpro inhibitor: 1	Anthrax LF inh2: 2	BoNT-A LC inh2: -3.5	PrPC surface inh: -4	PfHsp40 rescue: 0.4	TcdB inh: nt	SSB-PriA inh: 0	Yp Topo-I inh: 12

canonical_smiles: C=CCn1cc(/C=N\NC(=O)c2cc3c(ccc4ccccc43)o2)c2ccccc21
  Vc quorum ag: 0.6	3CLpro inhibitor: -3	Anthrax LF inh2: 9	BoNT-A LC inh2: 0.3	PrPC surface inh: 4	PfHsp40 rescue: -1.6	TcdB inh: nt	SSB-PriA inh: nt	Yp Topo-I inh: 9

canonical_smiles: COc1ccc(NC(=O)CCOc2ccccc2)c(OC)c1
  Vc quorum ag: -0.6	3CLpro inhibitor: 2	Anthrax LF inh2: -12	BoNT-A LC inh2: -2.1	PrPC surface inh: 6	PfHsp40 rescue: -0.9	TcdB inh: nt	SSB-PriA inh: -8	Yp Topo-I inh: 10

New compounds follow:
SMILES	Vc quorum ag	3CLpro inhibitor	Anthrax LF inh2	BoNT-A LC inh2	PrPC surface inh	PfHsp40 rescue	TcdB inh	SSB-PriA inh	Yp Topo-I inh
CCCOc1ccccc1C(=O)N(Cc1ccc(C)o1)C1CCS(=O)(=O)C1 (stereo unspecified)	-0.2	-1	-3	1.2	-5	-0.5	1.0	5	-1
O=C(/C=C/c1cccs1)c1cc(Br)ccc1OC(=O)N1CCOCC1	nt	1	2	-0.7	2	-0.7	nt	-4	33
C[C@]1(C(=O)NCCCNc2ncc(C(F)(F)F)cc2Cl)C=C[C@@H](Cc2ccccc2)N1C(=O)c1ccccc1	12	4	-6	0.0	nt	13	nt	-2	43
O=Cc1ccc(-n2nncc2-c2ccc([N+](=O)[O-])cc2)cc1	-0.3	-5	2	-1.8	-32	-0.8	0.7	-3	6
NS(=O)(=O)c1ccc(NC(=O)CN2CCc3ccccc3C2)cc1	0.6	-4	-2	1.2	-2	0.1	1.5	-3	-5
Cc1ccc(C2CC(=O)c3cnc(N4CCc5ccccc5C4)nc3C2)cc1 (stereo unspecified)	3.1	-3	-3	?	6	0.2	nt	-15	11
CN(Cc1cccc(-c2cccnc2)c1)C(=O)Oc1ccc([N+](=O)[O-])cc1	nt	nt	-4	-0.3	2	nt	0.2	nt	nt
Cn1c(CN2CCCC2)c(C#N)c2ccccc21	-0.3	2	-3	-0.7	-6	-1.6	0.5	-5	0
CC(Oc1ccc2c3c(c(=O)oc2c1)CCCC3)C(=O)NCCN1CCOCC1 (stereo unspecified)	-0.2	-5	-2	0.1	-5	3.1	2.0	-9	2
C#CCOCCOCCOCCNc1nc(N2CCN(C(=O)[C@H](CCC(=O)O)n3cc(C(N)CC(C)C)nn3)CC2)nc(N2CCN(C(=O)[C@H](Cc3ccc(O)cc3)n3cc(C(N)CC(C)C)nn3)CC2)n1 (stereo partly specified)	-19	-6	-5	-0.6	nt	2.5	nt	-6	5
Cc1ccc(C(=O)O/N=C(\N)c2ccccn2)cc1	-0.1	0	-2	-0.6	-8	-4.6	1.5	i	8
CCCc1nnc(NC(=O)c2nc(S(=O)(=O)Cc3ccc(C)cc3)ncc2Cl)s1	-0.3	-6	0	0.7	-5	-0.6	0.3	-8	13
Cc1cc(-c2ccc(Cl)cc2)c2cnn(C(C)C)c2n1	-10	1	-8	-1.4	-3	-0.2	-5.6	-15	1
CCc1ccccc1N(C(=O)CNC(=O)c1ccco1)C(C(=O)NC1CCCC1)c1cccnc1 (stereo unspecified)	i	-5	10	0.1	0	1.3	1.3	-7	-2
COc1ccc(CCC(=O)OCC(=O)N(C)c2c(N)n(Cc3ccccc3)c(=O)[nH]c2=O)cc1	i	nt	-10	-40	-8	-0.7	-0.2	4	-5
Cc1cc(C)n(-c2nc3sc4c(c3c3nnc(SC(C)C)n23)CC(C)(C)OC4)n1	1.7	4	4	1.6	-3	1.5	nt	-9	-6
